Mdm2 ligase inh – Mdm2 E3 ligase (human) inhibition | cell-based MDM2 ubiquitination luciferase reporter, 2 h; 0 = plate control, 100 = twice control, blank-subtracted | signal enhancement, % at 5 µM | Q00987 | hit rate 0.11% among 210,000;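 active = signal enhancement of 30% or more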;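 also: luminescence tracks abundance of the self-degrading MDM2-luciferase fusion protein; higher signal means inhibition of MDM2 E3 ligase activity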
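Timing – 2 h compound exposure at 37 °C · Assay system – mammalian cells stably expressing self-ubiquitinating, self-degrading MDM2 E3–luciferase fusion · Amount – 2000 cells seeded into each well · Measure – % luminescence enhancement versus blank-corrected plate control mean · Measured by – SteadyLite luminescence, 15 min reagent step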
eIF4E 4G PPI – inhibitors of eIF4E and eIF4G interaction in translation initiation | TR-FRET eIF4E-eIF4GI(517-606) binding, 2 h | inhibition, % at 21.7 µM | P63073+Q04637 | hit rate 0.37% among 220,000 | AID 782;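 active = inhibition above about 30%, limit read from the data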;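 also: 0% = full FRET control wells and 100% = background wells lacking eIF4GI fragment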
14-3-3 Bad PPI – disrupts binding of bovine 14-3-3 zeta to phospho-Bad peptide; P63103; TR-FRET 14-3-3zeta/Dy647-pBad peptide displacement, 1 h; inhibition, % at 21.7 µM; hit rate 0.71% among 220,000;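 active = inhibition above about 70%, limit read from the data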;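 also: 0% = full 14-3-3 plus peptide FRET controls and 100% = background without 14-3-3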
Target sequence (P63103 whole entry, looked up): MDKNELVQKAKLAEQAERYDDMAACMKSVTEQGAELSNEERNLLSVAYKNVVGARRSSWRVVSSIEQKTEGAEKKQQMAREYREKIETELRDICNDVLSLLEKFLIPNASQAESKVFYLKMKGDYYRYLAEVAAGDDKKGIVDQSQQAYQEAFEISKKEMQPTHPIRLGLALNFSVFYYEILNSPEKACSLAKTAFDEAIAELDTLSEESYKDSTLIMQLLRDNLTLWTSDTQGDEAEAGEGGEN
FXIa inh 1536 – blocks human coagulation factor XIa protease activity | P03951 | purified FXIa, Boc-Glu-Ala-Arg-AMC fluorogenic substrate | inhibition, % at 5 µM | hit rate 0.14% among 220,000;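 active = inhibition of at least 40%; inactive = inhibition below 40%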;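 also: fluorescence of freed AMC excited at 355 nm; 0% = enzyme without compound and 100% = no enzyme blank; many of its hits are not listed in these tables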
Wee1 stabilizer – human Wee1 degradation inhibition, primary screen | P30291 | HeLa Luc-Wee1K328M stability, luciferase luminescence; 100% = proteasome inhibitor MG132 effect | reporter increase, % at 5 µM | hit rate 1.2% among 220,000 | AID 1321;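 active = activation above the mean of all tested compounds plus 3 SD, set per screening run, cut at about 8.8% in these data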;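 also: cells exposed to compound for 20 h before luminescence read; 0% = DMSO alone and 100% = MG132 at 30 µM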
p97 ATPase inh – inhibitors of human p97 ATPase. P55072. recombinant p97 ATPase, Kinase-Glo ATP luminescence, 3 h. inhibition, % at 8 µM. hit rate 0.42% among 220,000. AID 1481; in the data active = inhibition above about 15%;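 also: 0% = DMSO vehicle and 100% = wells lacking enzyme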
Rad51 HR inh – blocks human Rad51 in homologous recombination; inhibition, % at 10 µM; AID 1385; hRad51 DNA strand exchange, fluorescence dequenching; Q06609; hit rate 0.085% among 200,000;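 active = inhibition above 40% at the single screening dose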;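 also: 0% = DMSO control wells and 100% = blanks with heterologous ssDNA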
Target sequence (Q06609 whole entry, looked up): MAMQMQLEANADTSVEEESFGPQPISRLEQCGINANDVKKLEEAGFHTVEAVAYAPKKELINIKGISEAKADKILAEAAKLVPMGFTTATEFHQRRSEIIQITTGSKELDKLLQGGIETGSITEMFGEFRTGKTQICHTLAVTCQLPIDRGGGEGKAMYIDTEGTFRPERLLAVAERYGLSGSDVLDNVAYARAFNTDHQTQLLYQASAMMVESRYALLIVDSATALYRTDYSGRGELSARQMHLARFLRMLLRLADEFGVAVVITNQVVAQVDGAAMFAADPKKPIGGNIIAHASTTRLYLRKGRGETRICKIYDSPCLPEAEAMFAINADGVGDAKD
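material = hRad51 filaments on single-stranded DNA | timing = filaments 15 min 37 °C, then compound 30 min | signal = FRET fluorescence dequenching, excitation 485 nm, emission 520 nm | benchmarks = control wells and blank wells on each plate | evaluation = percent inhibition relative to plate controls and blanks | compound = 10 µM final, single point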
FXIIa inh 1536 – blocks human coagulation factor XIIa protease activity; P00748; purified FXIIa, Boc-QGR-AMC fluorogenic substrate, 2 h; inhibition, % at 5 µM; hit rate 0.3% among 220,000; AID 800; in the data active = inhibition above about 40%;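 also: 0% = enzyme with no compound and 100% = blank without enzyme; many of its hits are not listed in these tables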
hK5 inh – inhibitors of human kallikrein 5. Q9Y337. inhibition, % at 5 µM. hit rate 0.59% among 210,000. recombinant hK5, fluorogenic AMC substrate cleavage. AID 873;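 active = inhibition of 40% or more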;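 also: 0% = enzyme controls without compound and 100% = no-enzyme blanks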
Target sequence (Q9Y337 67-293 limits assumed): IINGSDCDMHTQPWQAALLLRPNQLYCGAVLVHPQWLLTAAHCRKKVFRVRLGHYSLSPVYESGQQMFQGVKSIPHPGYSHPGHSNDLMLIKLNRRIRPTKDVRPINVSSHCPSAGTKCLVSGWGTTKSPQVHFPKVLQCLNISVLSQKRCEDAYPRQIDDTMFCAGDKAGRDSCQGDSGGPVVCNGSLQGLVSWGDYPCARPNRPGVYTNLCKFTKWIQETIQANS
Numbers without * were called inactive; / = no result given; [ ] = remark or other dose.

Every second line gives: Mdm2 ligase inh	eIF4E 4G PPI	14-3-3 Bad PPI	FXIa inh 1536	Wee1 stabilizer	p97 ATPase inh	Rad51 HR inh	FXIIa inh 1536	hK5 inh
NC(=O)CSc1nnc2ccc(-c3ccc(Cl)cc3)nn12
    -78	-1	-2	-2	1	3	6	-1	-9
CCCCN(CCCC)c1nc(OC)nc(-n2nnc(C(C)=O)c2C)n1
    -13	4	-3	5	3	-6	-1	16	-4
CC(=O)c1ccc(N=Cc2c(O)n(-c3cc(Cl)ccc3N3CCOCC3)c(=O)c3ccccc23)cc1
    -14	5	2	-1	4	1	1	9	1
CCCN(CC(=O)Nc1cccc(S(N)(=O)=O)c1)CC(=O)Nc1ccc(F)c(F)c1F
    -81	-5	0	1	1	-1	4	7	0
Cc1ccccc1-c1nc(CS(=O)(=O)CC(=O)Nc2cc(F)ccc2F)c(C)o1
    -10	2	2	3	-1	3	2	12	-4
O=C(CNc1ccccc1)N/N=C/c1ccc2c(c1)OCCO2
    -6	2	-3	-8	0	2	10	3	-3
COCCn1c(SCC(=O)NCc2ccco2)nnc1-c1c[nH]c2ccccc12
    -10	3	-1	-6	0	-2	-8	-1	-14
Cc1c(Cl)cccc1NC(=O)c1cc(C2CC2)on1
    -9	2	2	0	-1	2	10	9	-14
Cc1ccc(NCCC(=O)c2cccs2)cc1Cl
    -1	-4	-10	-7	-2	-8	2	3	3
COc1ccc(C(=O)Nc2ccc(Cl)c(S(=O)(=O)Nc3ccccc3OC)c2)cc1
    -20	2	6	14	1	7	5	6	-4
COc1ccc2c(c1)nc(SCC(C)O)n2C (stereo not drawn)
    -14	0	3	-16	2	-2	-5	1	-10
CC1CCCN(c2ccc(/C=C(\C#N)c3nn(-c4ccccc4)c(N)c3C#N)cc2[N+](=O)[O-])C1 (stereo not drawn)
    -6	/	/	-5	3	-8	-3	-6	-7
Cc1ccc(-c2ccc(/C=N/n3cnnc3)o2)cc1
    -11	3	1	-9	1	-4	-2	0	14
O=C(COC(=O)C1(c2ccc(Cl)cc2)CCCC1)N1CCc2ccccc21
    -18	8[fluorescence artefact?]	-5	5	4	2	-3	14	-6
Cc1c(NC(=O)/C(C#N)=C\c2cccs2)c(=O)n(-c2ccccc2)n1C
    -17	5[fluorescence artefact?]	6	4	2	1	30	4	-5
Cc1ccc(C(=O)OCC(=O)c2c(N)n(C)c(=O)n(C)c2=O)cc1S(=O)(=O)N1CCCCC1
    3	11	-12	6	0	0	0	12	-21
O=C(CSc1nc(NS(=O)(=O)c2ccccc2)cc(=O)[nH]1)Nc1ccc(F)cc1
    -7	/	/	-7	4	4	0	7	-6
C#CCOCCOCCOCCNc1nc(N2CCN(C(=O)[C@H](CCC(=O)O)n3cc(C(N)Cc4ccc(O)cc4)nn3)CC2)nc(N2CCN(C(=O)[C@H](CCCCN)n3cc(C(N)[C@H](C)CC)nn3)CC2)n1 (stereo partly drawn)
    -3	2	7	3	/	/	3	9	5
O=C(Cn1cnc2cc([N+](=O)[O-])ccc2c1=O)NCc1ccc(Cl)cc1
    -4	4	4	-1	1	12	-28	3	13
CNC(=O)c1cc2c(ccc3ccccc32)oc1=N
    -23	1[fluorescence artefact?]	-4	-4	-1	5	4	-13	-17

Next part:
Every second line gives: Mdm2 ligase inh	eIF4E 4G PPI	14-3-3 Bad PPI	FXIa inh 1536	Wee1 stabilizer	p97 ATPase inh	Rad51 HR inh	FXIIa inh 1536	hK5 inh
CCCNc1nc(C)cc(-c2cc(C(=O)NC3CCCC3)on2)n1
    9	-5	-3	-3	/	/	-2	2	-1
Cc1ccc(S(=O)(=O)NC2CCCC(C(=O)O)C2)cc1 (stereo not drawn)
    -11	6[fluorescence artefact?]	-4[fluorescence artefact?]	2	1	-2	-7	8	-20
CCN(CC)c1ccc(/C=N/Nc2cccc(C)c2)c(O)c1
    -6	5	2	8	-3	3	-15	3	0
COc1ccc(/C(O)=C2/C(=O)C(=O)N(Cc3cccnc3)C2c2ccncc2)cc1F (stereo not drawn)
    -2	0	45	-7	-3	13	-1	-1	-22
CN(C)c1nc(N(C)C)n(C(=O)c2ccc(F)cc2)n1
    -22	3	-2	1	0	-1	6	1	-6
Cc1ccc(S(=O)(=O)N(C)C)cc1NC(=O)c1cncc(Br)c1
    -11	2	-13	8	0	7	/	12	-2
COCCNC(=O)c1cc(Sc2nnc(C)s2)nc2ccccc12
    -3	-4	-2	-3	0	1	0	6	-1
Cn1c(NCc2cccs2)nc2ccccc21
    -15	0	0	-3	-2	2	-7	13	-4
CCc1cc2ccc(C)cc2nc1SCC(=O)Nc1c[nH]c(=O)[nH]c1=O
    -5	4	13	-2	-4	-5	-35	6	2
COc1cccc(Nc2nc3ccccc3n2C(C)C)c1
    3	1	-2	2	4	0	/	8	-16
CC(C)(C)c1nnc2sc(SCC(=O)c3ccc(Cl)cc3)nn2c1=O
    -4	7	-6	-1	0	3	1	8	11
CN(CC(=O)NCCc1ccccc1)S(=O)(=O)c1ccccc1
    -7	3	-2	-3	1	0	-1	7	-2
O=[N+]([O-])c1ccc2nc(-c3ccccc3)oc2c1
    -10	2	-10	-3	4	-2	11	11	-1
CN(CC(=O)Nc1ccc2c(c1)OCCO2)S(=O)(=O)c1ccc(Br)s1
    -13	-4	-6	10	2	4	0	22	-22
O=S(=O)(NCC(c1ccco1)N1CCN(c2ccccc2)CC1)c1ccc(F)cc1 (stereo not drawn)
    -12	-8	-8	9	-2	0	10	11	-2
Cc1cc(C)n2ncc(C(=O)O)c2n1
    6	9	-9	-3	6	13	8	5	-2
Cc1cc(NC(=O)CSc2nnc(-c3ccccc3)c(-c3ccccc3)n2)no1
    -3	-1	-14	-1	1	4	/	5	-1
O=c1[nH]cnc2sc3c(c12)CCCC3
    -21	-3	-1	-2	-2	1	-1	8	-5
Cc1onc(C(=O)NN)c1-c1csc(COc2ccccc2)n1
    -13	-2	-4	-7	-2	-6	24	6	-7
O=C(C1=C(O)C(=O)N(Cc2ccco2)C1c1cccnc1)c1cc2ccccc2o1 (stereo not drawn)
    -8	5	46	0	5	5	1	3	-13

Further results follow.
Every second line gives: Mdm2 ligase inh	eIF4E 4G PPI	14-3-3 Bad PPI	FXIa inh 1536	Wee1 stabilizer	p97 ATPase inh	Rad51 HR inh	FXIIa inh 1536	hK5 inh
O=C(c1ccccc1)c1ccc2nc(-c3ccco3)c(-c3ccco3)nc2c1
    -12	24	15	-1	1	8	1	2	-2
Cc1nn(S(=O)(=O)N2CCCCC2)c(C)c1Br
    -6	-2	-9	-7	-1	6	-7	-2	-17
CN(NC1OC(=O)c2ccccc21)c1ncc(Cl)cc1C(F)(F)F (stereo not drawn)
    -11	5	2	16	-3	-4	-19	107*	35
CC#CCCC(=O)N1C=Cc2ccccc2C1C#N (stereo not drawn)
    -17	-4	-7	-6	-3	5	1	7	-23
CC(C)CNC(=O)C1CCN(Cc2ccc(OCc3ccccc3)cc2)CC1
    -11	-1	19	8	4	-6	-8	7	-3
COc1cc(/C=C/C(=O)c2cccc([N+](=O)[O-])c2)cc(OC)c1OC
    8	1[fluorescence artefact?]	0	14	0	0	6	16	7
Cc1cc(NC(=O)COn2nnc3ccc(S(C)(=O)=O)cc32)ccc1Br
    /	-11	-2	-1	-1	-1	9	14	-1
COc1ccc(CN2C(=O)CN=C2Nc2cccc(C)c2C)cc1
    -2	23	82*	8	-1	2	/	24	-5
CC(C)c1nc(SCC(=O)Nc2nc3c(s2)CCCC3)c2ccccc2n1
    4	-11	1	4	0	0	8	7	-37
COc1ccc(C(C)=O)cc1COC(=O)CNC(=O)c1ccc(Cl)cc1
    -21	-1[fluorescence artefact?]	11	-12	4	-7	-5	3	4
COCCCNc1nc2c(-c3cccc(C)c3)nnn2c2ccccc12
    -13	1	-4	9	49*	0	-5	1	-7
O=C(COC(=O)COc1ccccc1F)Nc1ccc(Cl)cn1
    0	6	-3	-4	4	7	-1	0	-6
COC(=O)N1CCCc2cc(C)ccc21
    -4	4	-1	-7	3	2	-3	2	-4
COc1cccc(C2CC(c3ccccc3)Nc3ncnn32)c1 (stereo not drawn)
    5	3	1	2	2	-2	3	-16	10
CCOc1ccc(-c2cn3ccccc3n2)cc1[N+](=O)[O-]
    -17	-8[fluorescence artefact?]	-9	8	5	1	-1	10	-24
O=C(O)c1ccc(NC(=O)c2cn(-c3ccccc3)nc2-c2ccc(F)cc2)cc1
    6	3	-8	-2	1	0	/	5	/
Cc1c(N=Cc2c(O)n(Cc3ccco3)c(=O)c3ccccc23)c(=O)n(-c2ccccc2)n1C
    -10	-3	4[fluorescence artefact?]	10	2	7	-6	16	-4
CC(=O)Nc1ccc(C(=O)CSc2nnc(Cn3nnc4ccccc43)n2C)cc1
    -15	2	23	-11	6	8	-1	-14	5
Cc1ccc(NC(=O)Nc2ccc(Cl)cc2)c(Br)c1
    -7	-21	-3	6	3	-5	17	14	-9
Clc1ccc(-c2nn3c(-c4ccccc4)nnc3s2)cc1
    -4	1	12[fluorescence artefact?]	7	0	2	-12	9	-26

Reprinted at random: 3 compounds from above, in no set order.
Every second line gives: Mdm2 ligase inh	eIF4E 4G PPI	14-3-3 Bad PPI	FXIa inh 1536	Wee1 stabilizer	p97 ATPase inh	Rad51 HR inh	FXIIa inh 1536	hK5 inh
O=C(O)c1ccc(NC(=O)c2cn(-c3ccccc3)nc2-c2ccc(F)cc2)cc1
    6	3	-8	-2	1	0	/	5	/
COc1ccc(CN2C(=O)CN=C2Nc2cccc(C)c2C)cc1
    -2	23	82*	8	-1	2	/	24	-5
COCCCNc1nc2c(-c3cccc(C)c3)nnn2c2ccccc12
    -13	1	-4	9	49*	0	-5	1	-7

Next section.
Every second line gives: Mdm2 ligase inh	eIF4E 4G PPI	14-3-3 Bad PPI	FXIa inh 1536	Wee1 stabilizer	p97 ATPase inh	Rad51 HR inh	FXIIa inh 1536	hK5 inh
OCCNCC12CC3CC(CC(C3)C1)C2
    -11	-3	-6	-2	-2	3	4	13	2
CC(C)c1ccc(O)c(N)c1
    -9	10	-29[fluorescence artefact?]	1	1	1	-8	1	-24
COc1ccc(C(=O)NC(Oc2ccccc2)C(Cl)(Cl)Cl)cc1 (stereo not drawn)
    -9	0	-6	1	-2	0	-15	16	-5
CCOC(=O)CC(=O)CSc1nc(-c2cccnc2)ccc1C#N
    -10	2[fluorescence artefact?]	-11	6	-2	4	-18	0	0
COc1ccc(NC(=O)Cn2nnc(-c3ccccc3NS(=O)(=O)c3ccccc3)n2)cc1
    -7	2	-11	-1	-3	2	-1	6	-17
O=C(CS(=O)c1cccc(C(F)(F)F)c1)Nc1ccc(Cl)cc1Cl (stereo not drawn)
    -10	0	9[fluorescence artefact?]	-6	0	0	1	2	-13
Cc1ccc(S(=O)(=O)N(CC(=O)N/N=C/c2ccco2)c2cc(Cl)cc(Cl)c2)cc1
    -7	2	-19	5	-2	0	-1	6	-24
Cc1nc2ccccn2c1C(=O)NNS(=O)(=O)c1ccc(C(C)(C)C)cc1
    1	-1[fluorescence artefact?]	-31	-1	-1	3	2	4	-18
CCOC(=O)N1CCN(C(c2ccc(C)cc2)c2sc3nc(C)nn3c2O)CC1 (stereo not drawn)
    -4	-12	-5	3	/	/	9	10	1
O=c1c(Cl)c(N2CCN(c3ccc(F)cc3)CC2)cnn1-c1nc2ccccc2s1
    -15	-5	5	9	3	2	2	6	-3
CC[C@H](C)[C@@H](C(=O)N1CCNCC1)n1cc([C@@H](N)CC(C)C)nn1
    /	-2	1	1	-2	8	-3	12	4
